# From PubChem BioAssay
# rTrxR1 inhibitor – inhibitors of rat thioredoxin reductase 1; O89049; recombinant rTrxR1, NADPH fluorescence consumption, selenite substrate; Potency, µM (highest dose often 114 µM), inactives show top-dose activity change, negative = inhibition, most hits filed as inhibitors; hit rate 1% among 390,000; AID 588453; further: potency means the concentration at half of the fitted maximal effect; on the % scale 0 is the no-effect control and ±100 the full control effect; nearly all actives have a fitted effect of over 65% in size
#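 Rat TrxR1 (90 nM in the dispensed reagent) was pre-reduced with 400 uM NADPH for 5 min at room temperature, then incubated with compound for 15 min. After 400 uM selenite was added, NADPH fluorescence (Ex 340/Em 450 nm) was followed for 8 min.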
# USP1 inh – inhibitors of human USP1/UAF1 deubiquitinase | O94782 | recombinant USP1/UAF1, Ub-Rhodamine cleavage fluorescence | Potency, µM (highest dose often 57.1 µM), without a hit: at the top dose activity change, negative = inhibition, most hits filed as inhibitors | hit rate 0.23% among 390,000; further: potency means the concentration at half of the fitted maximal effect; on the % scale 0 is the no-effect control and ±100 the full control effect; nearly all actives have a fitted effect of over 60% in size; inactives centre near -12
#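 USP1/UAF1 complex at 1 nM was preincubated with compound for 15 min at room temperature, then Ub-Rho substrate (150nM final) was added. Fluorescence (480/540 nm) was read kinetically, 6 reads every 60 seconds.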
# Pin1 inhibitor – inhibitors of human Pin1 | Pin1 FP peptide displacement, HiFluor488, 10 min | hit rate 0.009% among 390,000 | Potency, µM (top dose mostly 115 µM), inactives show at the highest dose activity, negative = inhibition, usual class: inhibitors; active means well fitted inhibition curve with a large enough effect in the polarisation, with a control signal flat, not every such curve was filed as active; inconclusive means small, poorly fitted or top-dose-only effect, or effect the other way, or a change in a side signal; inactive means no such curve, though single readings can be large or run the other way; the % refers to the polarisation; further: potency means the concentration at half of the fitted maximal effect; on the % scale 0 is the no-effect control and ±100 the full control effect
# Target sequence (Q13526 whole entry, looked up): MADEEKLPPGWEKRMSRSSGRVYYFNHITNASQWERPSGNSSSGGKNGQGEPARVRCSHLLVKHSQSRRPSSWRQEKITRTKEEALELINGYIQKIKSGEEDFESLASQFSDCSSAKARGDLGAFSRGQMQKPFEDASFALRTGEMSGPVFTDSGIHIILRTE
# TRHR ag – TRH receptor (human) agonism. P34981. TRHR cells, calcium flux fluo-8, FDSS agonist mode. activation, % at 2 µM. hit rate 0.18% among 360,000. AID 493084; in the data active means activation above about 30%; further: 0% is about no effect
#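 Steps: seed TRHR cells overnight; add fluo-8 no-wash Ca dye, RT 30 min–1.5 h; record 10 s baseline; pin-transfer compounds; monitor fluorescence 1 cycle/s for the agonist window. Calcium increases flag candidate agonists.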
# TrxR1 substrate – rat thioredoxin reductase 1 substrate activity; Potency, µM (top dose mostly 114 µM), without a hit: at the top dose activity change, negative = substrate turnover; hit rate 0.01% among 390,000; purified TrxR1 substrate turnover, NADPH consumption readout; O89049; AID 588456; further: potency means the concentration at half of the fitted maximal effect; on the % scale 0 is the no-effect control and ±100 the full control effect; nearly all actives have a fitted effect of over 50% in size
#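 Rat TrxR1, dispensed at 90 nM, was prereduced with 400 uM NADPH (final) for 5 min at ~22 deg C, then incubated with compound 15 min before 400 uM selenite. A first-read NADPH fluorescence drop versus no-compound background flagged substrates.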
# TRHR enhancer – allosteric enhancers of human TRH receptor; hit rate 0.66% among 360,000; P34981; enhancement, % at 2 µM; TRHR cells, fluo-8 calcium fluorescence, EC20 TRH enhancement; AID 493056; in the data active means enhancement above about 30%; further: 0% is about no effect
#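 Enhancer read-out: after compound pinning and an initial kinetic agonist-mode read, an EC20 of TRH (10 nM final) was injected and fluo-8 calcium signal (Ex 480/Em 530) followed at 1 s/cycle for 100 cycles in TRHR-expressing cells.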
# D2 agonist – agonists of human D2 dopamine receptor; AID 485358; P14416; activation, % at 2 µM; hit rate 0.53% among 340,000; HEK293 T-REx D2 cells, calcium flux agonist mode;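 active means activation over 3 SD above normal in the single-dose calcium agonist read, cut at about 30% in these data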; further: 0% is about no effect
# Target sequence (P14416 whole entry, looked up): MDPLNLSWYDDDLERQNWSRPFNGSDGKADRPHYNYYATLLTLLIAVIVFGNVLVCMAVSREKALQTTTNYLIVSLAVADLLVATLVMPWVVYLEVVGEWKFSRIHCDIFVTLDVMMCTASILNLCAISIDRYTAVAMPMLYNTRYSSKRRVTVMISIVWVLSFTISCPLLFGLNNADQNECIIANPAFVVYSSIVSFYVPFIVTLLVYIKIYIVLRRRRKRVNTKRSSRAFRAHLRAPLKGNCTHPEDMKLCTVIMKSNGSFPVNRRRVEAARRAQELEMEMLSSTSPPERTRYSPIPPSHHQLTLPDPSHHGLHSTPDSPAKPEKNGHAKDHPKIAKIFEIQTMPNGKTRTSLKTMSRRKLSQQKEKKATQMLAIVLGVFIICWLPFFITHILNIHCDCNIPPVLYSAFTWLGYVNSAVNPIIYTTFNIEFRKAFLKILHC
#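 Agonism scored from kinetic calcium signal (1 read/sec, 180 s) following compound pin transfer, after a 10 s baseline. Cells: HEK293 Trex line expressing inducible D2 receptor coupled to calcium, dye-loaded after overnight culture at 30 C.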
# IDH1 R132H inh – inhibitors of human mutant IDH1 R132H; O75874; IDH1-R132H enzyme, NADPH consumption, diaphorase/resazurin fluorescence; Potency, µM (doses to about 76.6 µM), without a hit: at the highest dose activity change, negative = inhibition, usual class: inhibitors; hit rate 0.093% among 390,000; further: potency means the concentration at half of the fitted maximal effect; on the % scale 0 is the no-effect control and ±100 the full control effect; nearly all actives have a fitted effect of over 65% in size
# Target sequence (O75874 whole entry R132H, stated change not applied): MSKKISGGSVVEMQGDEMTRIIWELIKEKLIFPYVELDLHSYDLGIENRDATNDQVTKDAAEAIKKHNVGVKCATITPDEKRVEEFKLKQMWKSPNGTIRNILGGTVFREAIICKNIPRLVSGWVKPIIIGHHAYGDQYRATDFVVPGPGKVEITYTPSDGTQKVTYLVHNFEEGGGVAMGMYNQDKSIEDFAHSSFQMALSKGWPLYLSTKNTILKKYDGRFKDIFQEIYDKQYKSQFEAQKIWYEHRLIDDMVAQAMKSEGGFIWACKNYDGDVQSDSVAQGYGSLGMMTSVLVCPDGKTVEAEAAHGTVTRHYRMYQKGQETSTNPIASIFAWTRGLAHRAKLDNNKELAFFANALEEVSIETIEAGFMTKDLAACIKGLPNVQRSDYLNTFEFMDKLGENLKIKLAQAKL
#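 IDH1-R132H (0.5 ug/mL dispensed) in pH 7.5 Tris buffer was preincubated 30 min with compound, then given a substrate mix of 0.016 mM NADPH and 2 mM alpha-KG for 80 min at room temperature; remaining NADPH was read by diaphorase/resazurin fluorescence.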
# D2 antagonist – D2 dopamine receptor (human) antagonism. HEK293 TREx D2 cells, calcium flux, dopamine EC80. inhibition, % at 10 µM. hit rate 2% among 340,000; in the data active means inhibition above about 30%; further: 0% is about no effect
#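 Tetracycline-induced HEK293 TREx cells expressing D2 receptor forced-coupled to calcium signalling, loaded with no-wash calcium dye. Compounds added and calcium flux read 180 s, then dopamine added at EC80 and read a further 180 s.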
# Numbers without * were called inactive; ? = inconclusive; · = no result given; [ ] = dose if it differs, or a comment. Unless noted, the call rests on the fitted dose curve; in most records, active means well fitted inhibition curve with a large enough effect; inconclusive means small, poorly fitted or top-dose-only effect; inactive means no such curve, though single readings can be large or run the other way. Only part of the results is shown; rates above refer to the full screens.
SMILES,rTrxR1 inhibitor,USP1 inh,Pin1 inhibitor,TRHR ag,TrxR1 substrate,TRHR enhancer,D2 agonist,IDH1 R132H inh,D2 antagonist
CN(C)CCCNC(=O)COc1ccc(Br)cc1Cl,0%,-18%,0%,-0.3,1%,-7,0.1,0%,-10
COc1ccccc1NC(=O)c1oc2ccccc2c1NC(=O)COc1ccccc1OC,16%,10%,28%,0.0,23%,2,·,12%,·
C#CCn1c(=NC(=O)c2ccco2)sc2cccc(Cl)c21,5%,-18%,0%,0.7,6%,-1,1.4,-2%,-1
CN(Cc1ccccc1)S(=O)(=O)c1ccc(F)c(C(=O)Nc2ccccc2C(F)(F)F)c1,1%[57.1 µM],0%,-1%,1.2,-1%[57.1 µM],0,0.1,3%,·
O=C(OCC(=O)N1CCOCC1)c1ccc(Cl)nc1,9%,-11%,2%,0.4,4%,-5,0.1,-1%,3
COc1cc(C#Cc2c(-c3ccccc3OC)oc3ccccc23)cc(OC)c1,?,-1%,37%[activator],0.1,44%[activator],-9,2.5,-6%,0
O=C(COc1cccc2c1CCN(Cc1ccccc1F)C2=O)N1CCOCC1,·,·,·,0.0,·,-16,-0.4,·,-5
NS(=O)(=O)c1ccc(NC(=O)COC(=O)c2cn(-c3ccccc3)nc2-c2ccc(F)cc2)cc1,-6%[11.4 µM],1%,4%,0.7,-3%,45*,0.6,-7%,-11
O=C(CN(C(=O)Cn1nnc(-c2ccccc2F)n1)c1cnc2ccccc2c1)NCC1CCCO1 (stereo unspecified),-1%[57.1 µM],0%,-1%,0.0,-1%,4,-0.4,3%,3
O=C(COc1cccnc1[N+](=O)[O-])NCCc1ccc(Cl)cc1Cl,15%,-4%,0%,-0.7,-2%,3,1.3,-9%,-1
N#Cc1ccc(-c2csc(-c3ccno3)n2)cc1,-4%[57.1 µM],-4%,11%,0.0,2%,-1,-0.1,3%,3
CCCc1cc(C(=O)Nc2cccnc2)no1,18%[57.1 µM],-21%,-1%,-0.3,7%[57.1 µM],-11,-0.6,10%,11
N=c1oc2ccccc2cc1-c1nc(-c2ccc(Cl)cc2)cs1,-5%,-5%,?,-0.9,-4%,7,-1.5,0%,3
COc1ccc(S(=O)(=O)C(C#N)c2nc3ccccc3nc2N2CCCCC2)cc1 (stereo unspecified),-5%,-14%,?,12,3%,2,4.2,-2%,7
CC(=O)c1ccc(N2CCN(C3CCC(C(C)(C)C)CC3)CC2)cc1 (stereo unspecified),1%[57.1 µM],-21%,2%,0.0,-2%[57.1 µM],-5,·,2%,·
COc1ccccc1C(=O)C1CCCN(Cc2cccc(OCCO)c2)C1 (stereo unspecified),14%,-22%,1%,0.5,4%,1,2.9,10%,9
COc1cccc(C(=O)Nc2cccc(-c3ccc(N4CCOCC4)nn3)c2)c1,14%,-8%,-2%,-0.5,5%,-7,0.1,4%,-37
O=C(Cc1ccccc1)Nc1ccccc1CO,-8%,-15%,1%,-0.3,-7%,-4,3.2,0%,-9
CN/C(=C/[N+](=O)[O-])NCCSCc1ccc(CN(C)C)o1,8%,-30%,-5%,0.5,2%,-12,-1.2,4%,-16
Cc1ccc(CS(=O)(=O)CCC(=O)NCc2cccs2)cc1,-13%[57.1 µM],0%,2%,-0.6,-2%[57.1 µM],3,0.9,-6%,-10
O=C(c1ccc([N+](=O)[O-])o1)N(Cc1nnc(-c2ccccc2Cl)o1)C1CC1,?,-25%,-5%,0.2,4%,-5,0.3,3%,14
Clc1ccc(SCc2cc(-c3ccccc3)on2)cc1,8%[57.1 µM],-22%,2%,0.2,4%[57.1 µM],-3,0.8,-1%,11
Cc1nn(-c2ccccc2)c(Cl)c1/C=N/NC(=O)c1ccc(CNc2ccccc2)o1,5%,-13%,26%,0.1,0%,2,-1.4,2%,-6
CCc1ccc(NC(=O)Cn2c(=O)n(CCCC(=O)NCCc3ccc(OC)c(OC)c3)c(=O)c3ccccc32)cc1,0%,-30%,3%,-0.9,1%,-4,-0.3,-6%,·
CCCn1c(=O)c(C(=O)NCc2ccc(OC)c(OC)c2)c(O)c2ccccc21,8%,-22%,-1%,0.7,13%,4,0.2,1%,-4
CCCCN(C)c1ncnc2c1cnn2-c1cccc(Cl)c1,17%[57.1 µM],4%,?,-0.4,0%[57.1 µM],-1,-0.7,-6%,·
CCCN(CC(=O)Nc1ccccc1OC)C(=O)C1CCCC1,12%,-14%,-1%,0.0,-2%,2,-0.4,12%,30
CCOC(=O)N1CCN(S(=O)(=O)c2cc(Br)cc3c2N(C(=O)CC)CC3)CC1,4%[57.1 µM],-22%,-5%,0.9,9%[57.1 µM],-9,·,-7%,·
O=S(=O)(c1ccc2c(c1)OCCO2)N1CCC(O)(c2ccc(Cl)cc2)CC1,17%[57.1 µM],-19%,8%,0.0,21%[57.1 µM],-2,0.4,4%,15
Cc1cc(C)cc(-n2c(C)cc(C=C(C#N)C#N)c2C)c1,-10%,-3%,2%,-0.2,-12%,-3,0.8,-1%,15
CCOCCCN1C(=O)CN(C2CCCCCC2)C(=O)C1c1ccc(OCC)c(OC)c1 (stereo unspecified),0%[57.1 µM],-22%,-4%,0.2,-5%[57.1 µM],9,-0.2,30%,·
CN(C(=O)c1ccc(NC(=O)Cc2ccc(NC(=O)C3CCCN(C(=O)c4ccccc4)C3)cc2)cc1)C1CC1 (stereo unspecified),24%,-16%,7%,-0.5,8%,3,-0.3,-4%,-5
CCCCc1nc2sc3c(=O)[nH]c(=S)[nH]c3c2c2c1CCC2,?,-21%,0%,·,-12%,·,·,6%,·
COc1ccc(-c2nc(CS(=O)CC(=O)NC3CCCC3)c(C)o2)cc1OC (stereo unspecified),-11%,-10%,-1%,0.1,14%,-3,-3.1,-3%,25
O=C(NC(Cc1ccccc1)C(=O)O)/C(=C\c1cccc([N+](=O)[O-])c1)NC(=O)c1ccco1 (stereo unspecified),-14%,-9%,-13%,-0.1,-4%,-5,-0.6,1%,-19
Cc1ccc(S(=O)(=O)c2nc(-c3ccco3)oc2SCC(N)=O)cc1,79µM*,-21%,4%,0.3,?,5,1.3,0%,-11
CCOc1ccc(NC(=O)C2CCCN(S(=O)(=O)c3cnc[nH]3)C2)cc1 (stereo unspecified),21%,-25%,-2%,0.7,7%,19,-1.5,-6%,-23
COc1ccccc1Oc1ncnc2c1cnn2-c1ccccc1,13%[57.1 µM],1%,0%,-0.1,1%[57.1 µM],-8,1.1,-4%,28
CN(C1CCCCC1)S(=O)(=O)c1ccc2c(c1)c(=O)c(C(=O)N1CCc3ccccc3C1)cn2C,21%,0%,-7%,-0.2,5%,0,-0.3,14%,-10
O=[N+]([O-])c1ccc(N2CCN(c3ccc(O)cc3)CC2)cn1,6%[57.1 µM],-19%,1%,1.4,7%[57.1 µM],-7,1.1,3%,1
CSc1nc(NCc2ccccc2)c2c3c(sc2n1)CN(C)CC3,17%[57.1 µM],-4%,5%,1.3,25%[57.1 µM],-1,1.3,0%,16
CCOc1ccc(/C=C/C(=O)Oc2ccc(OC)cc2)cc1,9%[57.1 µM],-11%,1%,-0.6,4%[57.1 µM],-4,0.3,-7%,-21
CCC(=O)N1CCc2cc(CNS(=O)(=O)c3ccc(Br)s3)ccc21,9%[57.1 µM],-12%,-1%,0.0,1%[57.1 µM],0,0.2,-1%,·
O=C(CN1CCN(S(=O)(=O)c2ccc(F)c(Cl)c2)CC1)N1CCc2ccccc21,15%,-21%,3%,-0.3,-1%,0,·,2%,·
O=C(NCc1cccc(OC(F)(F)F)c1)C1CCC(=O)N(Cc2cccc(F)c2)C1 (stereo unspecified),6%,-30%,6%,-0.2,-3%,-1,0.5,1%,-2

# Part of the list above, limited to D2 agonist, TrxR1 substrate and rTrxR1 inhibitor:
Molecule | D2 agonist | TrxR1 substrate | rTrxR1 inhibitor
Cc1ccc(S(=O)(=O)c2nc(-c3ccco3)oc2SCC(N)=O)cc1 | 1.3 | ? | 79µM*
CCOCCCN1C(=O)CN(C2CCCCCC2)C(=O)C1c1ccc(OCC)c(OC)c1 (stereo unspecified) | -0.2 | -5%[57.1 µM] | 0%[57.1 µM]
COc1ccc(-c2nc(CS(=O)CC(=O)NC3CCCC3)c(C)o2)cc1OC (stereo unspecified) | -3.1 | 14% | -11%
COc1ccccc1Oc1ncnc2c1cnn2-c1ccccc1 | 1.1 | 1%[57.1 µM] | 13%[57.1 µM]

# Continuation.
SMILES,rTrxR1 inhibitor,USP1 inh,Pin1 inhibitor,TRHR ag,TrxR1 substrate,TRHR enhancer,D2 agonist,IDH1 R132H inh,D2 antagonist
Cc1oc2c(C)c3oc(=O)c(CCC(=O)N4CCCCC4)c(C)c3cc2c1C,-4%,-5%,1%,-1.7,-1%,5,1.1,-5%,·
CSc1ccc(NC(=O)C(C)N2CCN(C)CC2)cc1 (stereo unspecified),15%,-4%,-12%,0.1,3%,12,0.3,12%,1
CC/C(=N\NC(=S)NC(C)C)c1ccc(OC)c(OC)c1,-14%[57.1 µM],-6%,9%,-0.5,-5%[57.1 µM],0,·,-14%,·
Cc1ccccc1NC(=O)CN1CCC(C(=O)c2ccc3c(c2)OCCO3)CC1,8%,-18%,6%,-0.2,-1%,3,-1.5,9%,-31
Cc1cc(C)n(CC(O)Cn2cnc3c2c(=O)n(C)c(=O)n3C)n1 (stereo unspecified),11%,-13%,-5%,0.6,4%,9,1.3,6%,11
CCn1c(SCC(=O)Nc2nccs2)nnc1-c1ccc(S(=O)(=O)N2CCCCC2)cc1,-6%,-17%,-2%,-0.2,-7%,-6,0.1,-2%,9
Cc1ccc(S(=O)(=O)N(C)CCCC(=O)N2CCCCC2)cc1,24%,-19%,-5%,0.4,2%,-4,0.2,14%,0
CCC(=O)NCCn1ccc2ccccc21,13%[57.1 µM],-26%,-10%,0.2,4%[57.1 µM],0,-0.2,0%,7
CCn1c2ccccc2c2cc(NC(=O)CSc3nccc(=O)[nH]3)ccc21,13%[57.1 µM],-24%,4%,0.0,-4%[57.1 µM],-4,-0.8,-3%,1
